LYP inhibition: PTPN22 lymphoid phosphatase activity blockers – biochemical, fluorescence intensity, uHTS (AID 1779); recombinant LYP phosphatase, fluorescence intensity; higher % means a stronger effect; inhibition, % at 11.5 µM, or IC50 in µM where a hit was titrated; 0.054% of 290,000 active; in the data active = inhibition above about 50%;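 also: plate controls were vehicle with enzyme for no effect and no enzyme for full effect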
NTR1 agonist: NTR1-driven beta-arrestin-GFP spot formation – imaging, U2OS cells, high content, primary screen (AID 493036) | agonist mode | activation, % at 20 µM | P30989 | 0.17% of 330,000 active;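 active = activation at or above 40% of the spot to cytoplasm intensity ratio, with at least 20 cells analyzed; inconclusive = wells under 20 cells, flagged as cytotoxic or low count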;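 also: 0% = DMSO without peptide and 100% = 100 nM NTR1 peptide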
Target sequence (P30989 whole entry, looked up): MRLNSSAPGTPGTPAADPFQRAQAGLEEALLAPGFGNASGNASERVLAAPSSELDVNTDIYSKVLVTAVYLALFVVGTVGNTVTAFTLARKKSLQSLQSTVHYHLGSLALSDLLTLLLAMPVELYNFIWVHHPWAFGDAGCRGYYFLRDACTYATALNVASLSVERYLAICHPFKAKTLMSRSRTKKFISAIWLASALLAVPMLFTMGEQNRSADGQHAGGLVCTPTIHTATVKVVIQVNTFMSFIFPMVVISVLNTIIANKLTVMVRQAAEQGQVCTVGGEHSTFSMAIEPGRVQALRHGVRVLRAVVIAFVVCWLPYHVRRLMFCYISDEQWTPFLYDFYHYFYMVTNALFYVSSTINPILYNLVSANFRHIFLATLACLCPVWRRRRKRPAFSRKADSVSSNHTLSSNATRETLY
HIV peptide binding: cell-free HIV fusion peptide-binding blockers – biochemical, uHTS, fluorescence dequenching, primary screen (AID 1986); cell-free peptide binding, fluorescence dequenching, 30 min; higher % means a stronger effect; 0.3% of 290,000 active; inhibition, % at 20 µM, or IC50 in µM where a hit was titrated; in the data active = inhibition mostly above about 52%, no sharp cut-off; inactive = mostly below about 76%; also: some results filed as inactive read as strong as hits
GPR35 antagonists: GPR35 antagonists blocking zaprinast-driven arrestin recruitment, primary screen, imaging, U2OS, beta-arrestin-GFP, zaprinast agonist (AID 2058); inhibition, % at 10 µM, or IC50 in µM where a hit was titrated; 0.052% of 290,000 active; U2OS GPR35 beta-arrestin-GFP translocation imaging, zaprinast antagonism; higher % means a stronger effect;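 active = inhibition of at least 50% with at least 30 cells and total cytoplasm GFP at most 10,000,000; inconclusive = under 30 cells or total GFP of 10,000,000 plus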
Rac1 GTP hydrolysis: MgcRacGAP GTPase-activating activity inhibitors, confirmation, biochemical, ADP Hunter fluorescence. inhibition, % at 30 µM, or IC50 in µM where a hit was titrated. 0.6% of 340,000 active. MgcRacGAP-stimulated Rac1 GTP hydrolysis, ADP Hunter fluorescence; higher % means a stronger effect; GST-tagged Rac1 F28L mutant substrate. AID 624330;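 active = first-screen hits whose inhibition reached a set limit at any dose in the follow-up dose series; inconclusive = inhibition above the set first-screen limit but never retested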;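 also: fluorescence reports GDP produced by GAP-driven GTP hydrolysis; strong numbers were not always called active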
PhoP inhibition: inhibitors of PhoP regulon expression, primary screen, Salmonella Typhimurium, GFP reporter (AID 1863). S. Typhimurium PhoP-regulated promoter GFP reporter, 4 h; higher % means a stronger effect. one-dose inhibition, % at 50 µM; IC50 in µM for titrated hits. 0.16% of 300,000 active;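 active = inhibition over 29.93%, a cutoff 3 SD above the screen mean, later confirmed by dose response; inconclusive = inhibition over 29.93% but no dose response follow-up; inactive = inhibition at most 29.93% or unconfirmed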;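 also: 0% = low Mg2+ inducing control and 100% = high Mg2+ repressing control; strong numbers were not always called active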
Myeloid diff MLP: compounds promoting myeloid differentiation; ER-HoxA9 myeloid progenitors, lysozyme-GFP differentiation, flow cytometry; 1% of 360,000 active; AID 624256; calls only at 10 µM;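 active = normalized GFP-positive differentiation at or above the plate's own cutoff, the solvent-only control mean plus 3 SD; inconclusive = no clear call, values can overlap the other calls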;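 also: cells exposed to compound for four days before flow analysis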
GPR55 LPI antagonism: GPR55 antagonists blocking LPI-driven arrestin recruitment, primary screen, imaging, U2OS, beta-arrestin-GFP, LPI agonist (AID 2013); 0.13% of 290,000 active; inhibition, % at 10 µM, or IC50 in µM where a hit was titrated; U2OS GPR55 beta-arrestin-GFP translocation imaging, LPI antagonism; higher % means a stronger effect;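 active = spots per cell inhibited over 60%, with over 100 cells counted and total cytoplasm intensity under 500,000; inconclusive = wells with under 100 cells, flagged as likely toxic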;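 also: U2OS cells stably carrying GPR55 and arrestin-GFP stimulated by 5 µM LPI near EC80; imaged beta-arrestin-GFP aggregate spots per cell after agonist stimulation; plate controls were LPI-stimulated DMSO wells for no effect and DMSO wells without LPI for full effect; some results filed as inactive read as strong as hits; confirmed hits need IC50 under 10 µM and bright autofluorescent wells are also inconclusive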
SIAH1 antagonists: Siah-1 peptide-binding antagonists, primary screen, biochemical, fluorescence polarization, rhodamine-plectin, uHTS (AID 1817) | 0.02% of 290,000 active | Siah-1 / rhodamine-plectin peptide fluorescence polarization; higher % means a stronger effect | displacement, % at 20 µM; hits with a dose series show IC50 in µM;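 active = displacement of at least 50% at 20 µM, with a fluorescence ratio check between 0.3 and a set limit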;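 also: plate controls were Siah plus tracer with DMSO for no effect and tracer alone without Siah for full effect; strong numbers were not always called active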
NTR1 agonist cell count 20 µM: second read-out of NTR1 agonist, no call of its own (marks repeat the call); cell count; measured here: cell count, cytotoxicity flag
Myeloid diff MLP GFP+ MAC1+ %: recorded beside Myeloid diff MLP, whose call it bears; GFP+ MAC1+ double positive, %; measured here: differentiation confirmed by MAC1 staining
Starred values were filed as active, the others as inactive; i = inactive; u = inconclusive; x = not tested or not shown.

SMILES	LYP inhibition	NTR1 agonist	NTR1 agonist cell count 20 µM	HIV peptide binding	GPR35 antagonists	Rac1 GTP hydrolysis	PhoP inhibition	Myeloid diff MLP	Myeloid diff MLP GFP+ MAC1+ %	GPR55 LPI antagonism	SIAH1 antagonists
CC1CC(C)CN(CCCn2c(=S)[nH]c3ccccc3c2=O)C1 (configuration not stated)	-1%	1.7	44	-1.1%	-1%	7%	11%	i	0.5	12%	4%
Cc1ccc(C(NC(=O)N2CCOCC2)C(Cl)(Cl)Cl)cc1F (configuration not stated)	-6%	0.1	90	1.1%	0%	11%	-10%	i	0.1	5%	1%
C=CCn1c(COc2ccccc2-c2ccccc2)nnc1SCC(=O)NC(=O)NCc1ccco1	-7%	12	50	-1.1%	-8%	10%	0%	i	1.8	3%	0%
COc1ccc(C(=O)COC(=O)[C@H](C)Nc2ccc(C(F)(F)F)cc2[N+](=O)[O-])c(OC)c1	-3%	0.8	46	-1.6%	2%	3%	-13%	i	0.4	10%	-1%
CC(CN1CCN(Cc2ccccc2)CC1)c1ccccc1 (configuration not stated)	-10%	-1.0	55	-0.7%	-7%	46%	-2%	i	0.7	13%	1%
Cc1cc(C)nc(-n2ncc(C#N)c2N)n1	-5%	-0.6	106	-1.1%	10%	4%	-4%	i	0.2	14%	2%
Cc1ccc(Cl)cc1NS(=O)(=O)N1CCOCC1	-9%	1.3	78	-0.4%	9%	-5%	5%	u	x	-6%	1%
CCc1ccc(NC(=O)c2cccc(NC3=NC4CS(=O)(=O)CC4S3)c2)cc1 (configuration not stated)	-6%	0.3	43	-1.3%	-8%	11%	x	i	2.1	-13%	-5%
CCN1CCN(S(=O)(=O)c2cccc3nsnc23)CC1	-6%	2.2	50	-3.4%	13%	-3%	-10%	i	2.0	8%	0%
CCn1cc(C=O)c2cc(S(=O)(=O)N3CCOCC3)ccc21	-6%	1.6	42	0.9%	5%	2%	2%	i	0.9	4%	5%
O=C(NCc1cccnc1)c1c[nH]c2cc3c(cc2c1=O)OCCO3	2%	0.6	88	0.3%	20%	8%	3%	i	0.7	4%	5%
O=C(Nc1nc(-c2ccccn2)cs1)c1ccccc1-n1cnnn1	1%	1.2	45	2.3%	-2%	19%	-8%	u	x	-1%	-4%
COc1cccc(C(c2c(N)[nH]c(=S)[nH]c2=O)c2c(N)[nH]c(=S)[nH]c2=O)c1	-3%	1.7	45	11%	-13%	x	-8%	i	0.3	4%	6%
O=C(Nc1ccccc1N1CCCC1)C1CC(=O)N(Cc2ccccc2)C1 (configuration not stated)	x	2.2	65	x	x	1%	2%	i	0.5	x	x
O=C(C1=C[C@H](C2CCCCC2)C[C@H](OCCCCO)O1)N1CCN(Cc2ccc3c(c2)OCO3)CC1	-5%	1.2	89	0.7%	-1%	7%	-5%	i	1.0	10%	4%
CCC(=O)c1ccc(OCC(=O)OCC(=O)c2cc(C)n(CC3CCCO3)c2C)cc1 (configuration not stated)	x	3.0	76	x	x	9%	-6%	i	1.4	x	x
O=C(Nc1ccc(F)cc1)c1cccnc1NCCc1ccccc1	6%	6.7	46	0.6%	14%	8%	3%	i	0.1	11%	-1%
CC1CCCCN1S(=O)(=O)Cc1ccccc1Cl (configuration not stated)	-6%	-0.2	68	1.4%	-15%	0%	-1%	i	0.4	9%	-2%
O=S(=O)(Nc1nnc(C2CCCCC2)s1)c1ccc(F)cc1	-6%	-0.6	49	5.4%	-4%	4%	0%	i	0.7	-1%	2%
C=C(C)COc1ccc2c(C)c(CC(=O)OC)c(=O)oc2c1C	-5%	0.1	49	-0.5%	-7%	-12%	-4%	i	2.4	-7%	-1%
CN(C)c1nc(Nc2ccc(Cl)cc2)nc(OCC#N)n1	-1%	-1.5	88	-0.3%	-1%	14%	-8%	i	1.7	3%	1%
Cc1ccc(NC(=O)CN(C)C(=O)Nc2ccc(C)cc2)cc1	-10%	-1.0	46	-0.1%	-2%	5%	1%	i	0.7	-7%	0%
COC(=O)C1CCN(S(=O)(=O)CCNC(=O)c2ccc3c(c2)OCO3)CC1	x	-0.1	63	x	x	7%	-5%	i	0.7	x	x
N#C/C(=C(/O)CO/N=C/c1ccccc1Cl)c1nc2ccccc2[nH]1	-11%	2.1	58	2.3%	6%	11%	-14%	i	0.2	10%	-4%
Cc1ccc2cc(CCNC(=O)C3CCCC3)c(=O)[nH]c2c1	0%	-2.2	39	3.1%	-8%	-5%	-6%	i	3.7	4%	4%
New compounds follow
SMILES	LYP inhibition	NTR1 agonist	NTR1 agonist cell count 20 µM	HIV peptide binding	GPR35 antagonists	Rac1 GTP hydrolysis	PhoP inhibition	Myeloid diff MLP	Myeloid diff MLP GFP+ MAC1+ %	GPR55 LPI antagonism	SIAH1 antagonists
CS(=O)(=O)N(CC(=O)Nc1ccccc1C(=O)NCCc1ccccc1)c1ccc2c(c1)OCCO2	-5%	1.5	62	0.1%	-7%	4%	1%	i	5.1	0%	4%
CN(C)c1ccc(S(=O)(=O)NCC(=O)OCC(=O)Nc2cccc(Cl)c2)cc1[N+](=O)[O-]	-4%	3.5	39	-1.5%	-8%	6%	17%	i	0.6	1%	-2%
CCCCOC(=O)CSC1=C(C#N)C(c2cccnc2)C(C(=O)OCC)=C(c2ccccc2)N1 (configuration not stated)	-1%	8.0	30	-0.7%	-2%	-1%	8%	i	0.3	6%	5%
Cc1ccc2c(c1)nnn2C1CCN(CC(=O)N(c2ccccc2)c2ccccc2)CC1	3%	1.4	52	-0.4%	-13%	9%	-1%	i	0.0	6%	-2%
CCOc1ccc(-n2c(Cc3ccccc3)nnc2SCc2c(C)noc2C)cc1	-8%	-0.1	54	-0.8%	6%	8%	10%	i	0.7	12%	2%
O=C(Nc1nc(-c2ccccn2)cs1)C1CCCC1	5%	-0.4	57	-0.7%	2%	8%	-1%	i	0.2	-7%	-6%
CC1(C)Cc2ccccc2-c2nnc(SCC(=O)Nc3nc4ccccc4s3)n21	-15%	6.5	71	-1.6%	-15%	3%	-9%	i	2.7	3%	-3%
CCOc1ccc(-c2nnn(CC(=O)NCCc3c[nH]c4ccccc34)n2)cc1	5%	4.2	81	1.1%	-5%	10%	1%	i	1.5	11%	-1%
CCOC(=O)c1c(NC(=O)CSc2nnc(CNc3ccc(F)cc3)o2)sc(C(C)=O)c1C	-3%	4.4	70	16%	-2%	10%	-14%	i	0.1	-7%	-2%
Cc1ccc2nc(-c3ccc(NC(=O)COC(=O)c4ccc([N+](=O)[O-])o4)cc3)sc2c1	2%	9.0	73	3.3%	0%	4%	-3%	i	0.3	-2%	0%
COc1ccc(C(=O)NC(=S)N(Cc2ccccc2)Cc2ccccc2)cc1	11%	4.6	90	2.4%	1%	5%	4%	i	0.7	4.4µM*	-7%
CCN(CC)c1ccc(NC(=S)Nc2ccc(F)cc2)cc1	-3%	3.5	85	2.2%	-9%	26%	0%	i	1.0	9%	-10%
COc1ccc(OCCCC(=O)OCC(=O)Nc2c(C)nn(-c3ccccc3)c2C)cc1	x	-0.2	53	x	x	6%	-2%	i	0.4	x	x
CC(=O)c1ccc(-n2c(-c3cc(-c4ccco4)[nH]n3)n[nH]c2=S)cc1	-11%	-0.9	38	15%	-4%	13%	4%	i	0.7	12%	-10%
CCSc1ncc(Cl)c(C(=O)Nc2ccccc2C)n1	-7%	-0.4	53	-0.5%	-6%	8%	-9%	i	0.7	-4%	1%
Brc1ccc2oc3c(N4CCOCC4)ncnc3c2c1	-5%	x	x	-4.4%	-3%	-7%	-2%	i	7.1	-14%	-3%
COc1cccc(NC(=O)COC(=O)c2ccc(F)cc2F)c1	43%	-0.1	43	-1.4%	-6%	15%	13%	i	1.1	20%	3%
c1ccc(C2Nc3cccc4cccc(c34)N2)cc1	-14%	4.2	61	27%	-7%	17%	9%	i	0.4	-4%	7%
CN(C)CCCNC(=O)c1cc(C(=O)c2c(Cl)cccc2Cl)c[nH]1	-6%	-0.1	91	3.4%	5%	6%	-1%	i	0.2	5%	0%
O=C(NCCc1ccccc1)N1CCCC(CNS(=O)(=O)Cc2ccccc2)C1 (configuration not stated)	-2%	1.1	33	1.9%	3%	5%	9%	i	0.5	22%	2%
CCOc1ccc(-n2c(SCC(=O)Nc3ccc4c(c3)OCO4)nc3c(c2=O)SCC3)cc1	10%	x	x	3.6%	-13%	4%	x	i	1.8	20%	3%

Sorted by number of heavy atoms (rising): part of the list above
SMILES	LYP inhibition	NTR1 agonist	NTR1 agonist cell count 20 µM	HIV peptide binding	GPR35 antagonists	Rac1 GTP hydrolysis	PhoP inhibition	Myeloid diff MLP	Myeloid diff MLP GFP+ MAC1+ %	GPR55 LPI antagonism	SIAH1 antagonists
c1ccc(C2Nc3cccc4cccc(c34)N2)cc1	-14%	4.2	61	27%	-7%	17%	9%	i	0.4	-4%	7%
Brc1ccc2oc3c(N4CCOCC4)ncnc3c2c1	-5%	x	x	-4.4%	-3%	-7%	-2%	i	7.1	-14%	-3%
CN(C)CCCNC(=O)c1cc(C(=O)c2c(Cl)cccc2Cl)c[nH]1	-6%	-0.1	91	3.4%	5%	6%	-1%	i	0.2	5%	0%
O=C(NCCc1ccccc1)N1CCCC(CNS(=O)(=O)Cc2ccccc2)C1 (configuration not stated)	-2%	1.1	33	1.9%	3%	5%	9%	i	0.5	22%	2%
CN(C)c1ccc(S(=O)(=O)NCC(=O)OCC(=O)Nc2cccc(Cl)c2)cc1[N+](=O)[O-]	-4%	3.5	39	-1.5%	-8%	6%	17%	i	0.6	1%	-2%
Cc1ccc2c(c1)nnn2C1CCN(CC(=O)N(c2ccccc2)c2ccccc2)CC1	3%	1.4	52	-0.4%	-13%	9%	-1%	i	0.0	6%	-2%
CCOc1ccc(-n2c(SCC(=O)Nc3ccc4c(c3)OCO4)nc3c(c2=O)SCC3)cc1	10%	x	x	3.6%	-13%	4%	x	i	1.8	20%	3%
CCCCOC(=O)CSC1=C(C#N)C(c2cccnc2)C(C(=O)OCC)=C(c2ccccc2)N1 (configuration not stated)	-1%	8.0	30	-0.7%	-2%	-1%	8%	i	0.3	6%	5%
CS(=O)(=O)N(CC(=O)Nc1ccccc1C(=O)NCCc1ccccc1)c1ccc2c(c1)OCCO2	-5%	1.5	62	0.1%	-7%	4%	1%	i	5.1	0%	4%

Assay outcomes: PubChem, several laboratories
